# Compound activity as filed in PubChem BioAssay.
# RXFP1 antag = qHTS Assay for Antagonists of the Relaxin Receptor RXFP1. HEK293-RXFP1, relaxin-stimulated cAMP HTRF, 30 min; stronger effect = lower value. activity change, negative = inhibition, % at 57.5 µM. Relaxin receptor 1 (Homo sapiens), Q9HBX9. hit rate 0.59% among 350,000;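 active means activity change of -60% or lower, but not beyond a set lower limit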; further: on the % scale 0 is the no-effect control and ±100 the full control effect
# D1 ag = Allosteric Agonists of the Human D1 Dopamine Receptor: qHTS; activation, % at 2 µM; D(1A) dopamine receptor (Homo sapiens), P21728; hit rate 1% among 360,000; AID 504660, 2011; HEK293 T-REx D1 cells, calcium flux, agonist mode; in the data active means activation above about 30%; further: 0% is about no effect
# Target sequence (P21728 whole entry, looked up): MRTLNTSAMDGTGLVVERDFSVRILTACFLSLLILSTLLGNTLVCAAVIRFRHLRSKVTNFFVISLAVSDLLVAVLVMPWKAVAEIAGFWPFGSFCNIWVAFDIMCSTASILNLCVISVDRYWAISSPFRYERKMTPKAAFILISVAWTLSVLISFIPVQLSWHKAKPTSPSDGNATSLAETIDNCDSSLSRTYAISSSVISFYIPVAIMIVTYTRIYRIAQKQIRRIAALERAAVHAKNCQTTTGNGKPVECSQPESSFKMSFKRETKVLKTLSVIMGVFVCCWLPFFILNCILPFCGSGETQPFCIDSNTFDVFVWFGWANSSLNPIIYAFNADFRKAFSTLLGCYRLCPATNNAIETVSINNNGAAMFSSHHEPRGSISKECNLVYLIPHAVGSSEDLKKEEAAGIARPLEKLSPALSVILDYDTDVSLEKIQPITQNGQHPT
#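 Agonism was scored from calcium flux recorded over 180 s (1 read/s) after pintool compound addition, following a 10-cycle baseline. Cells were inducible force-coupled HEK293 TREx D1, plated overnight at 30 C and loaded with no-wash calcium dye.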
# RXFP1 ag = qHTS Assay for Agonists of the Relaxin Receptor RXFP1; Relaxin receptor 1 (Homo sapiens), Q9HBX9; HEK293T-RXFP1 cAMP TR-FRET, 30 min; response scale: percent of porcine relaxin response, buffer zero; Potency, µM (titrated, usually from 57.5 µM), without a hit: at the top dose activation, actives largely listed as activators; hit rate 0.3% among 370,000; AID 2676, 2010; active means well fitted activation curve with a large enough effect; further: potency means the concentration at half of the fitted maximal effect; on the % scale 0 is the no-effect control and ±100 the full control effect; nearly all actives have a fitted effect of over 60% in size; many of its hits are not listed in these tables
#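 Agonist response is measured as cAMP accumulation in an RXFP1-transfected HEK293T line under PDE4 inhibition. Values are scaled between buffer-only and 29 nM porcine relaxin, and EC50s come from standard Hill equation fits.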
# D1 PAM = Potentiators of Human D1 Dopamine Receptor: qHTS | hit rate 0.036% among 360,000 | potentiation, % at 10 µM | HEK293 TREx D1 cells, calcium flux, dopamine EC20 potentiation; in the data active means potentiation above about 30%; further: 0% is about no effect
# D2 antag = HTS Assay for Allosteric Antagonists of the Human D2 Dopamine Receptor: Primary Screen for Antagonists | HEK293 TREx D2 cells, calcium flux, dopamine EC80 | inhibition, % at 10 µM | hit rate 2% among 340,000 | AID 485344, 2010; in the data active means inhibition above about 30%; further: 0% is about no effect
# Target sequence (P14416 whole entry, looked up): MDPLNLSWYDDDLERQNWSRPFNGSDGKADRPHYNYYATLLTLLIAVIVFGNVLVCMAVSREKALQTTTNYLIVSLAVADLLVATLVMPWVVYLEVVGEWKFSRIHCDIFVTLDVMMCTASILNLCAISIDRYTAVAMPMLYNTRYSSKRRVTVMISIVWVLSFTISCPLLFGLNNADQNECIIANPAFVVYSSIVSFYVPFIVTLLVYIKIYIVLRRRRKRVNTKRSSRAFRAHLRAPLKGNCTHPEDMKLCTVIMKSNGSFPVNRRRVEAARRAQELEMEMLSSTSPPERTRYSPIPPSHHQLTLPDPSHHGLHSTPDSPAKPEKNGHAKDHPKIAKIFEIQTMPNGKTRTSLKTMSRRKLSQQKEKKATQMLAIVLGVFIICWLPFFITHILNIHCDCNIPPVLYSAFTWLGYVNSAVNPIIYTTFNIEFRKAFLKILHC
#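 Tetracycline-induced HEK293 TREx cells expressing D2 receptor forced-coupled to calcium signalling, loaded with no-wash calcium dye. Compounds added and calcium flux read 180 s, then dopamine added at EC80 and read a further 180 s.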
# D2 potentiator = HTS Assay for Positive Allosteric Modulators of the Human D2 Dopamine Receptor: Primary Screen for Potentiators | D(2) dopamine receptor (Homo sapiens), P14416 | HEK293 T-REx D2, calcium flux, EC20 dopamine potentiation | potentiation, % at 10 µM | hit rate 0.34% among 340,000 | AID 485347, 2010;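 active means potentiation over 3 SD above the plate norm, cut at about 30% in these data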; further: 0% is about no effect
#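 Cells plated with tetracycline inducer and held overnight at 30 C; calcium dye loaded 30–90 min at room temperature; baseline taken, compound added and read 180 s; EC20 dopamine then added and read 180 s.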
# D2 agonist = HTS Assay for Allosteric Agonists of the Human D2 Dopamine Receptor: Primary Screen for Agonists; D(2) dopamine receptor (Homo sapiens), P14416; HEK293 T-REx D2 cells, calcium flux agonist mode; activation, % at 2 µM; hit rate 0.53% among 340,000; AID 485358, 2010;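 active means activation over 3 SD above normal in the single-dose calcium agonist read, cut at about 30% in these data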; further: 0% is about no effect
#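 Calcium-flux readout, 1 cycle/sec over 180 s following compound pin transfer, in inducible HEK293 Trex D2 cells (force-coupled); dopamine controls included. Positive calcium responses during this window marked compounds as potential agonists.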
# D1 antagonist = Antagonist of Human D 1 Dopamine Receptor: qHTS | HEK293 TREx D1 cells, calcium flux, dopamine EC80; stronger effect = lower value | activity change, negative = inhibition, % at 10 µM | D(1A) dopamine receptor (Homo sapiens), P21728 | hit rate 3.2% among 360,000; in the data active means activity change below about -30%; further: on the % scale 0 is the no-effect control and ±100 the full control effect
#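 Allosteric or orthosteric antagonism assessed as attenuation of the calcium response to EC80 dopamine, added 180 s after compound, in induced HEK293 Trex D1 cells loaded with no-wash calcium dye.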
# TRHR enhancer = qHTS for Small Molecule Agonists and Allosteric Enhancers of Human TRH Receptor: Primary Screen for Enhancers | TRHR cells, fluo-8 calcium fluorescence, EC20 TRH enhancement | enhancement, % at 2 µM | hit rate 0.66% among 360,000 | Thyrotropin-releasing hormone receptor (Homo sapiens), P34981; in the data active means enhancement above about 30%; further: 0% is about no effect
#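 Enhancer read-out: after compound pinning and an initial kinetic agonist-mode read, an EC20 of TRH (10 nM final) was injected and fluo-8 calcium signal (Ex 480/Em 530) followed at 1 s/cycle for 100 cycles in TRHR-expressing cells.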
# The depositor's hits bear a star; nt = not tested or not shown. This is a subset; count on the stated rates, not on these rows.
# Second line of a record – D2 potentiator | RXFP1 antag | D1 PAM | TRHR enhancer | D2 antag | D1 ag | RXFP1 ag | D2 agonist | D1 antagonist
> CCOC(=O)c1ccc(NC(=S)N2CCC(C(N)=O)CC2)cc1
→ -10 | -2 | 3 | -2 | -16 | 0 | -0.3% | 1.9 | 2
> COC(=O)C1=C(C)OC(N)=C(C#N)C1c1ccco1 (configuration not stated)
→ -2 | -2 | -5 | 4 | -5 | 0 | -0.7% | 1.2 | -3
> CC(=O)NC(=S)NNC(=O)COc1ccc([N+](=O)[O-])cc1
→ -6 | -1 | -2 | 2 | -5 | -2 | 0.4% | 1.2 | -9
> O=C(CC1C(=O)OCCN1Cc1ccccc1)Nc1cccc(Cl)c1 (configuration not stated)
→ 28 | -2 | -5 | -5 | nt | 5 | 2.9% | 0.6 | 13
> Cc1cc(C2CC(=O)Nc3ccccc3S2)c(C)s1 (configuration not stated)
→ -7 | -1 | 4 | -5 | 8 | 7 | 0.0% | 0.9 | -9
> CC1=NN(c2ccccc2)C(=O)C1C(=O)c1ccc([N+](=O)[O-])cc1 (configuration not stated)
→ -5 | -13 | 1 | 6 | -1 | 5 | 0.4% | 0.5 | 12
> Cc1nn(Cc2c(F)c(F)c(F)c(F)c2F)c(C)c1NC(=O)c1cccc(COc2ccc(Cl)cc2)c1
→ 11 | 12 | -10 | 9 | -19 | 7 | 2.0% | 0.6 | -22
> COc1cnc(SCC(=O)O)[nH]c1=O
→ 1 | 23 | 2 | 0 | 3 | 0 | 0.1% | 0.1 | -1
> CN1C(=O)c2c(sc3c2CC(C)(C)SC3)N2CCN=C12
→ 12 | 5 | -10 | 11 | 1 | 6 | 5.2% | 0.4 | 0
> Cc1cc(C)c(C(=O)C(C)OC(=O)Cc2n[nH]c(=O)c3ccccc23)cc1C (configuration not stated)
→ nt | 4 | 0 | -3 | nt | -1 | -0.5% | nt | 20
> COc1ccc(C2OC(=O)CC2C(=O)NCc2ccc(Cl)cc2)cc1OC (configuration not stated)
→ 3 | 7 | -8 | 0 | 2 | 1 | 0.8% | 0.1 | 25
> COCCCN1CC(=O)N2C(c3cccc(OC)c3)c3[nH]c4ccccc4c3C[C@H]2C1=O (some centres not stated)
→ 10 | 2 | -9 | 0 | 7 | 0 | -1.2% | 0.1 | -4
> CC(C)c1ccc(C(=O)NCCCN2CCN(CCCNC(=O)c3ccc(C(C)C)cc3)CC2)cc1
→ 12 | -8 | -8 | 5 | 1 | 24 | 0.0% | 0.3 | -8
> O=C(NCc1cccc(CNC(=O)Nc2cccc(O)c2)c1)Nc1cccc(O)c1
→ 4 | 3 | -2 | 2 | 3 | 3 | -1.4% | 0.1 | -13
> CCOC(=O)N1CCN(C(=O)CN(CC)S(=O)(=O)c2cc(C)ccc2OC)CC1
→ 1 | 0 | -1 | -2 | 6 | 5 | -2.4% | -0.7 | 2

# Additional records:
# Second line of a record – D2 potentiator | RXFP1 antag | D1 PAM | TRHR enhancer | D2 antag | D1 ag | RXFP1 ag | D2 agonist | D1 antagonist
> COc1ccccc1NC(=O)C(C)OC(=O)CN1C(=O)C2CC=CCC2C1=O (configuration not stated)
→ 15 | 14 | -1 | -3 | -8 | -1 | 0.4% | nt | 3
> COC(=O)c1ccc(N2CCN(S(=O)(=O)c3ccc(Br)cc3)CC2)c([N+](=O)[O-])c1
→ -5 | 2 | -2 | 2 | -13 | 7 | -0.2% | 1.0 | -33*
> COc1ccc(S(=O)(=O)N2CCN(CCOc3ccccc3Cl)CC2)cc1OC
→ -23 | -2 | -14 | 1 | 9 | 6 | 0.4% | 29 | -51*
> O=C(Nc1ccccc1)C12CC3CC(C1)CC(n1cnc([N+](=O)[O-])n1)(C3)C2
→ -4 | 0 | 2 | -3 | -25 | 1 | 0.9% | 0.3 | 1
> CCn1c(CNC(=O)c2ccccc2F)cc2cc(C)ccc21
→ -9 | 10 | 3 | 8 | 8 | 3 | 8.4% | 0.4 | -8
> O=C(Nc1nnc(-c2ccco2)o1)c1ccc([N+](=O)[O-])s1
→ 0 | -27 | -3 | 1 | 11 | -1 | 0.2% | -0.6 | 3
> CC(C)C(=O)Nc1nnc(SCC(=O)Nc2ccc3c(c2)OCCO3)s1
→ nt | -5 | -4 | 7 | nt | 4 | 0.4% | nt | 16
> N#Cc1ccc2c(c1)nc1ccccn12
→ 1 | 17 | -7 | -5 | 0 | 5 | 28% | 0.0 | 6
> Cc1c(Cl)cccc1NC(=O)c1cc(-c2cccc(Cl)c2)on1
→ 26 | 8 | 0 | 5 | nt | 1 | -3.6% | nt | -2
> OCC1(CCOc2ccccc2)CCN(Cc2cccn2-c2ncccn2)CC1
→ 6 | -12 | -5 | 3 | -14 | 0 | -1.3% | -0.9 | -7
> COc1ccccc1NCC(=O)N/N=C(\C)c1ccc(Br)s1
→ nt | nt | -4 | 1 | nt | 0 | 2.8% | nt | 1
> Cc1ccc(S(=O)(=O)N2CCOCC2)cc1NC(=O)COC(=O)CNC(=O)c1ccc(Oc2ccccc2)cc1
→ 10 | 12 | -6 | -2 | -13 | 4 | -1.2% | 0.9 | -21
> CCS(=O)(=O)c1ccc2oc(SCC(=O)Nc3ccc(OC)cc3OC)nc2c1
→ 1 | 0 | -2 | -3 | -6 | 2 | -0.9% | -0.1 | -10
> CC(C)(CCO)Nc1ncnc2onc(-c3ccc(F)cc3)c12
→ -3 | -6 | 6 | -6 | -18 | 4 | 2.5% | 0.4 | -10
> CC1CCCN(C(=O)NC(=O)c2ccc(Cl)cc2)C1 (configuration not stated)
→ 4 | 2 | -4 | -1 | -14 | 5 | 1.2% | 0.1 | 36

# (continued)
# Second line of a record – D2 potentiator | RXFP1 antag | D1 PAM | TRHR enhancer | D2 antag | D1 ag | RXFP1 ag | D2 agonist | D1 antagonist
> O=C(CCc1nnc(Cc2c[nH]c3ccccc23)o1)NC(C1CC1)C1CC1
→ -1 | 1 | 0 | 5 | 5 | 3 | 0.3% | 0.4 | -10
> O=C(O)CCc1ccc(-c2ccccc2)o1
→ -1 | -1 | -6 | 10 | 0 | -2 | 0.7% | 0.0 | -4
> Cc1cc2c(cc1S(=O)(=O)NCc1ccccc1)n(C)c(=O)c(=O)n2C
→ 3 | -1 | -11 | 4 | 5 | 5 | 11% | 4.0 | -19
> CCN(CC(=O)NC(C)(C)C)C(=O)COc1c(Cl)cc(Cl)c2ccc(C)nc12
→ 2 | -16 | -3 | -3 | 5 | 2 | 1.4% | 0.8 | -3
> O=C(CSc1nc2ccccc2c(=O)n1-c1ccccc1)N1CCc2ccccc2C1
→ -2 | -5 | -7 | -4 | -5 | 4 | 1.1% | -0.8 | 15
> CC(C)c1ccc(NC(=O)c2cc(S(=O)(=O)NCCC3=CCCCC3)ccc2F)cc1
→ -2 | -11 | -3 | 8 | nt | 0 | -0.2% | 0.5 | -4
> Cc1ccc(S(=O)(=O)N2CCN(C(=O)c3c(-c4ccccc4)noc3C)CC2)c(C)c1
→ 0 | -3 | -2 | -5 | -10 | 0 | 0.0% | -0.8 | 0
> C=CCNC(=O)c1onc(CSc2cc(C)cc(C)c2)c1C(=O)O
→ 9 | nt | 7 | 0 | 12 | -2 | -1.5% | -0.3 | 3
> COc1cc(NC(=O)NS(=O)(=O)c2ccc(C)cc2)cc(OC)c1
→ nt | -8 | -4 | -6 | nt | 4 | -1.2% | nt | -7
> O=C(c1cccs1)N(Cc1cccnc1)c1nc2ccc(F)cc2s1
→ -10 | -8 | -2 | 2 | nt | 1 | 1.4% | 1.0 | nt
> COc1ccc(CN2C(=O)c3oc4ccc(F)cc4c(=O)c3C2c2ccc(O)cc2)cc1 (configuration not stated)
→ 3 | -16 | -3 | 12 | nt | 1 | 5.6% | -0.9 | -36*
> CCc1cccc(NC(=O)Cn2nc3c4cc(F)ccc4n(Cc4cccc(C)c4)cc-3c2=O)c1
→ 6 | 1 | -1 | -2 | nt | 0 | 1.3% | 0.2 | 1
> COc1cccc2oc3cc(C#CC4(O)CCCCC4)ccc3c(=O)c12
→ -9 | nt | -8 | -4 | -3 | 0 | -0.6% | 0.0 | 1
> CC1=C(C(=O)Nc2ccccc2C)C2(CCCCC2)C(C(N)=O)C(=S)N1 (configuration not stated)
→ 0 | -2 | -2 | -5 | 38* | 3 | -1.8% | 0.6 | 3
> Cc1onc(-c2ccccc2)c1C(=O)NC(=S)NNC(=O)c1ccc(O)cc1
→ 7 | 6 | -1 | 23 | -7 | 4 | -0.3% | -1.4 | 0

# (continued)
# Second line of a record – D2 potentiator | RXFP1 antag | D1 PAM | TRHR enhancer | D2 antag | D1 ag | RXFP1 ag | D2 agonist | D1 antagonist
> COc1ccc(NS(=O)(=O)c2cccc(C(=O)NNC(=O)COc3ccccc3)c2)cc1
→ -1 | -1 | -4 | -5 | 4 | 0 | -1.9% | 0.7 | 10
> O=C(NCC1CCCO1)c1cc(S(=O)(=O)Nc2ccc(Br)cc2)ccc1Cl (configuration not stated)
→ 3 | -12 | -4 | -1 | 53* | 4 | 1.2% | 0.2 | 22
> NC(=O)c1nsc(C(=O)N(c2ccc(F)cc2)C(C(=O)NCC2CCCO2)c2ccc3ncccc3c2)c1N (configuration not stated)
→ nt | -1 | -10 | 3 | -3 | 1 | 6.1% | 2.3 | -10
> COc1ccc(S(=O)(=O)N2CCOCC2)cc1NC(=O)CCNC(=O)c1ccc([N+](=O)[O-])cc1
→ -10 | -1 | 2 | 10 | -8 | -1 | 1.0% | -0.1 | 7
> CN(C)c1ccc(N2C(=O)CC(Nc3ccc(N4CCOCC4)cc3)C2=O)cc1 (configuration not stated)
→ -2 | -7 | -4 | 2 | -4 | 1 | -2.2% | 0.6 | 2
